# SIRT5 block – inhibitors of human sirtuin-5 desuccinylase; 1.1% of 330,000 active; Purified SirT5, succinyl-peptide AMC, trypsin-coupled fluorescence; inhibition, % at 15 µM; Q9NXA8; AID 652115; in the data active means inhibition above about 15%; inconclusive means no clear call, values can overlap the other calls
# Target sequence (Q9NXA8 whole entry, looked up): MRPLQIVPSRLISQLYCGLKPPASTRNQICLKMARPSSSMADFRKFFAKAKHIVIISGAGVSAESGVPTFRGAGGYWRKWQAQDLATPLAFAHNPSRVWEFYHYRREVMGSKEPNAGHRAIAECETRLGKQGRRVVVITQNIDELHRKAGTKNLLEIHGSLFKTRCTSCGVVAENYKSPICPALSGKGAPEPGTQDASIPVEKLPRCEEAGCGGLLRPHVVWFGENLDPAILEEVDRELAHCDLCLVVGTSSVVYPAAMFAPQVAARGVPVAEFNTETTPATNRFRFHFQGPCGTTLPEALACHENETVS
# PAX8 inh HTS – PAX8 transcriptional activity inhibition; AID 652154; 1.2% of 360,000 active; inhibition, % at 12.6 µM; RMG-I TPO-luciferase reporter, SteadyGlo, 24 h;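 active means mean replicate inhibition at least 60% with every replicate also reaching 60%; inconclusive means only one of the two criteria is met; inactive means mean below 60% and not all replicates reaching 60%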;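 further: luciferase light reporting Pax8 driven TPO promoter activity; plate controls were median of neutral control wells for no effect and mitoxantrone controls for full effect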
# LGR2 inh – inhibitors of bursicon-induced Drosophila LGR2 receptor cAMP signaling; HEK293 LGR2, CRE-luciferase, bursicon-stimulated, 4 h; inhibition, % at 9.99 µM; 0.35% of 380,000 active; AID 720647;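 active means drop in luminescence signal, shown as inhibition above about 50% in the replicate tests, limit read from the data, passing the limit was not always enough; inconclusive means probably only some replicates passing the limit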;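 further: agonist challenge used bursicon conditioned medium at about half maximal strength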
# EWS-Fli block – blocks EWS/Fli oncoprotein-driven transcription. A673 NR0B1-luciferase reporter, viability-normalised. inhibition, % at 12.6 µM. 0.67% of 350,000 active;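 active means mean inhibition of at least 50% after viability correction, with every replicate also passing that limit; inconclusive means mean reaches 50% but only one of two replicates passes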;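 further: firefly luciferase signal divided by Alamar Blue viability fluorescence both relative to DMSO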
# DENV2 CPE rescue – DENV2-induced cell death inhibition; DENV2-infected cells, cytopathic effect rescue, plate reader; CPE inhibition, % at 9.99 µM; 1.7% of 350,000 active; in the data active means CPE inhibition above about 20%, passing the limit was not always enough; inconclusive means no clear call, values can overlap the other calls; tested in BHK-21 cells;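 further: 0% = median of neutral control wells and 100% = median of positive control wells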
# CASP6 VEID inh – blocks human caspase-6 cleavage activity; P55212; 0.53% of 350,000 active; purified caspase-6, Z-VEID-R110 cleavage fluorescence; inhibition, % at 12.5 µM;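 active means mean inhibition across replicates at least about 35%, with every replicate also reaching that limit, limit read from the data; inconclusive means only one of the two criteria met; inactive means neither criterion met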;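 further: 0% = median of neutral control wells and 100% = no fluorescence left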
# Target sequence (P55212 24-179 limits assumed): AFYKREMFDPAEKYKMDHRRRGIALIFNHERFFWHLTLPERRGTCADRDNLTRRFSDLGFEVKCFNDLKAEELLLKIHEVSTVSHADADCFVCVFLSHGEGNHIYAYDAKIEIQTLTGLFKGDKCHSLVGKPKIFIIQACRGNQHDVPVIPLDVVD
# Target sequence (P55212 194-293 limits assumed): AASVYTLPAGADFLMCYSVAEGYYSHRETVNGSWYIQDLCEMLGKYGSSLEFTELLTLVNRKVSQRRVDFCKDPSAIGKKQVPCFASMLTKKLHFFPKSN
# ARNT TACC3 PPI – disrupts binding between human ARNT and TACC3 | 0.66% of 390,000 active | AlphaScreen His-ARNT PAS-B/GST-TACC3 binding, luminescence; TACC3 fragment carries E629A point mutation | Q9Y6A5 | inhibition, % at 9.99 µM | AID 623870;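 active means mean inhibition of replicates at least 50% and at least half of replicates each reaching 50%; inconclusive means half or more replicates reach 50% but mean below 50%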;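 further: 0% = complete ARNT plus TACC3 wells and 100% = ARNT alone without TACC3; many hits fall short of the cut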
# * = called active by the depositor; ? = inconclusive; . = not tested or not shown.
SMILES,SIRT5 block,PAX8 inh HTS,LGR2 inh,EWS-Fli block,DENV2 CPE rescue,CASP6 VEID inh,ARNT TACC3 PPI
C[C@H]1CCCCO[C@H](CN(C)Cc2ccc(Cl)c(Cl)c2)[C@@H](C)CN([C@@H](C)CO)C(=O)c2cc(NC(=O)Nc3ccc4c(c3)OCO4)ccc2O1,-2.9,.,4.9,4.9,-3.9,0.8,2.5
C[C@@H]1CN([C@H](C)CO)C(=O)Cc2cc(NS(=O)(=O)c3cccs3)ccc2O[C@H]1CN(C)S(C)(=O)=O,-5.2,8.6,0.6,-3.8,-0.1,3.9,-5.0
O=C(c1ccc2c3c(cccc13)CC2)C1CCCN(Cc2ccccn2)C1 (configuration not stated),-6.0,-1.0,12.3,18.8,-5.1,-5.1,13.9
CC(C)(C)Cc1c(-c2ccc(Br)cc2)nc2ccc(Cl)cn12,-0.6,5.8,10.8,-3.8,10.4,-2.8,.
OCCCNc1ncnc2c1ncn2[C@H]1CN(Cc2ccc3c(c2)OCO3)C[C@@H](CO)O1,-7.8,0.6,0.3,-5.0,1.0,3.8,.
O=C(Cn1cc2c(n1)CCCCC2)NCc1cccs1,-0.6,-17.4,-9.3,-6.3,-3.4,-1.9,-1.2
COc1ccc(OC)c(CNC(=O)CCS(=O)(=O)c2ccc3c(c2)oc(=O)n3C)c1,-0.2,-4.0,16.2,-2.5,-8.3,10.5,-0.6
CCn1cc(C(=O)OC)c(=O)c2ccc(C)nc21,-2.5,-14.4,-16.2,6.6,-1.0,5.0,-0.9
CCN(CC)S(=O)(=O)c1cc(NC(=O)c2ccc3c(c2)NC(=O)C(C)S3)ccc1C (configuration not stated),-3.0,25.2,7.8,10.3,14.7,5.0,3.9
COc1ccc(S(=O)(=O)Nc2cccc3c2O[C@H](CN(C)S(=O)(=O)c2ccc(Cl)cc2)[C@@H](C)CN([C@H](C)CO)C3=O)cc1,0.3,-7.2,-8.2,1.0,-5.5,1.1,-9.4
Cc1nn(CC(=O)NCCCN2CCN(Cc3ccccc3)CC2)c(=O)c2cc(-c3ccccc3)nn12,0.0,-6.0,6.4,.,-1.6,-24.9,-2.7
O=C(NCc1ccco1)c1cccc(-c2ccc3nncn3c2)c1,.,5.9,5.8,3.0,?,-0.7,.
CC(=O)C[C@H](O)CC(=O)[C@@H]1OC(=O)CCCCCCc2ccccc21,.,-2.4,4.8,-5.7,.,.,-2.8
C=CCNc1nc(N)c([N+](=O)[O-])c(NC2CCCCC2)n1,0.1,25.2,-20.6,0.5,11.1,0.0,-1.1
O=C(NCC1(N2CCCCC2)CCCCC1)c1ccc(NS(=O)(=O)c2ccc(F)cc2)cc1,-0.7,4.4,6.6,-8.2,2.5,-0.1,.
O=C(NCC1CCCO1)c1cnn2c1NC(c1ccccc1)CC2C(F)(F)F (configuration not stated),.,.,6.4,.,.,5.9,-6.0
Cc1ccc2cc(C#N)c(SCC(=O)NNC(=O)Cc3ccccc3)nc2c1,.,0.4,7.6,.,.,.,-2.3
Cc1ccc(C)c(C(=O)Nc2c(C(N)=O)oc3ccccc23)c1,1.3,38.6,-5.5,-3.3,11.3,-3.9,-5.0
O=C(NCCN1CCOCC1)c1c(O)nc2sccn2c1=O,-2.9,-3.9,4.9,1.7,-0.3,-4.3,0.6
Cc1ccc2nc(-c3cccc(Cl)c3)c(Cc3cccc(Cl)c3)n2c1,3.5,-187.4,-44.0,-67.8,-2.7,-3.9,.
CC(C)COC(=O)N(C)C[C@H]1OCc2ccccc2-c2c(n(C)c3ccccc23)C(=O)N([C@H](C)CO)C[C@@H]1C,9.8,38.6,-2.5,1.3,-1.2,3.9,4.3
CCCCOc1ccc(N(CC(=O)NCc2ccccc2)C(=O)c2csnn2)cc1,0.2,-14.3,-36.7,-27.7,?,1.2,-2.6
CCCCn1c(SCC(=O)NC(=O)Cc2ccccc2)nc2ccccc2c1=O,-1.1,-8.2,14.9,3.4,-3.1,-1.9,-2.2
O=C(NCCc1ccccc1)c1cccc2c(-c3cccnc3)coc12,1.0,-31.6,-14.8,-16.9,-8.6,19.6,.
C[C@@H]1CN([C@@H](C)CO)S(=O)(=O)c2ccc(C#CCN(C)C)cc2O[C@H]1CN(C)Cc1ccccc1,3.4,-5.5,-8.0,4.7,23.8*,0.3,17.1

# The final 2 entries of the part before open the next one.
SMILES,SIRT5 block,PAX8 inh HTS,LGR2 inh,EWS-Fli block,DENV2 CPE rescue,CASP6 VEID inh,ARNT TACC3 PPI
O=C(NCCc1ccccc1)c1cccc2c(-c3cccnc3)coc12,1.0,-31.6,-14.8,-16.9,-8.6,19.6,.
C[C@@H]1CN([C@@H](C)CO)S(=O)(=O)c2ccc(C#CCN(C)C)cc2O[C@H]1CN(C)Cc1ccccc1,3.4,-5.5,-8.0,4.7,23.8*,0.3,17.1
Cc1ccccc1-c1cnc2c(c1)C(=O)N([C@H](C)CO)C[C@@H](C)[C@@H](CN(C)Cc1ccncc1)O2,3.1,16.8,-1.5,-28.0,?,21.2,-6.3
Cc1cc(N2CCN(S(=O)(=O)c3ccc(Br)cc3)CC2)n2ncnc2n1,0.0,8.9,10.7,1.4,-2.4,1.6,-11.2
CC(=O)Oc1cccc(N2C(=O)c3ccccc3C2=O)c1,-0.5,77.7*,-1.4,-7.4,.,-4.6,-1.0
COc1cccc(NC(=O)NCCC2=CCCCC2)c1,0.4,-161.4,-18.4,-93.6,2.2,-0.7,-5.5
O=C(c1cccc2ccccc12)N1CCCCC1,-3.5,-6.5,4.1,5.7,0.9,14.3,0.8
COCc1cn(CC[C@H]2CC[C@H](NC(=O)Cc3cccnc3)[C@@H](CO)O2)nn1,-0.1,-6.7,10.3,-3.5,-1.1,22.2,0.1
CN1C(=O)c2cc(NS(=O)(=O)c3ccccc3Cl)ccc2OC[C@@H]2O[C@H](CC(=O)O)CC[C@@H]21,-5.1,6.6,1.6,10.0,?,2.9,0.5
CCC(C(=O)N1CCN(Cc2ccc3c(c2)OCO3)CC1)n1c(=O)[nH]c2ccccc2c1=O (configuration not stated),-0.5,2.0,7.3,.,9.0,3.2,9.6
COc1cccc(N2CCN(S(=O)(=O)c3ccc(-c4cnc(C5CC5)o4)cc3)CC2)c1,0.7,-5.3,-23.0,17.0,4.9,-2.1,.
Cc1cc(C)c2c(c1)NC(C(=O)O)C1CC=CC21 (configuration not stated),18.2*,36.8,8.0,13.3,2.3,64.1*,13.5
C[C@@H]1CN([C@H](C)CO)C(=O)Cc2cc(NC(=O)Cc3cn(C)c4ccccc34)ccc2O[C@H]1CN(C)C(=O)Nc1ccc(C(F)(F)F)cc1,-0.6,-4.8,-14.4,-7.1,7.5,-8.1,-1.0
CCCCCOc1ccc(/C=c2\sc3nc(=O)c(-c4ccccc4)nn3c2=O)cc1OC,1.9,22.4,15.2,3.6,17.8,-0.7,.
COc1cccc(C(=O)NCCSCc2ccccc2Cl)c1,.,-52.8,-16.0,-18.8,?,-0.6,-17.3
CCOC(=O)Nc1cc(=O)c([N+](=O)[O-])c(N)[nH]1,0.3,-11.0,3.0,-4.8,?,1.3,.
COc1ccc2[nH]c(C)c(CCNc3ccc(C(F)(F)F)cc3[N+](=O)[O-])c2c1,.,10.7,2.9,.,.,.,3.3
Cc1cccc(NC(=O)C2CCN(C(=O)NCc3ccccc3)CC2)c1C,0.7,-0.3,-2.7,-6.6,-0.3,1.4,3.0
CCN1C(=O)/C(=C2/Sc3ccc(OC)cc3N2C)SC1=Nc1ccc(OC)cc1,.,-8.2,5.4,-16.4,3.4,-1.8,-9.7
Cc1ccc2oc(=O)cc(CN3CCN(Cc4ccccc4)CC3)c2c1,-2.5,0.8,-5.2,20.1,-4.8,-0.4,1.4
COc1ccc(CCNC(=O)COc2ccc(S(=O)(=O)NCC(C)C)cc2Cl)cc1OC,-0.2,-1.9,-0.7,2.1,-7.9,0.5,-4.3
COc1ccc2c(c1OC)C(=O)OC2N1C(=O)CC[C@H]1C(=O)Nc1ccc(F)cc1F (some centres not stated),-1.3,.,10.0,3.1,9.3,0.1,1.0
CCOC(=O)C1CCCN(C(=O)Cn2c(=O)c3cccn3c3cccnc32)C1 (configuration not stated),0.8,-8.1,-1.8,8.7,-0.2,6.4,5.1
C[C@@H]1CN([C@H](C)CO)C(=O)c2cc(NC(=O)CCN3CCOCC3)ccc2O[C@H]1CN(C)S(=O)(=O)c1cn(C)cn1,1.1,.,6.3,4.5,8.9,-3.3,-6.0
COc1ccc(NC(=O)Nc2ccc3c(c2)C(=O)N([C@@H](C)CO)C[C@@H](C)[C@H](CN(C)S(=O)(=O)c2c(C)noc2C)OCCCC[C@@H](C)O3)cc1,.,-3.0,10.0,7.9,6.8,.,15.5
CC(=O)N(C)C[C@@H]1Oc2ncc(C#Cc3ccncc3)cc2C(=O)N([C@H](C)CO)C[C@H]1C,-0.4,.,18.2,-9.4,2.7,0.7,-6.2
C[C@H](CO)N1C[C@H](C)[C@H](CN(C)Cc2ccc(C(=O)O)cc2)Oc2c(NS(=O)(=O)c3ccc(Cl)cc3)cccc2C1=O,3.2,.,-14.3,-6.2,13.6,-0.8,-0.3

# CASP6 VEID inh: hit marks shown above.
SMILES	SIRT5 block	LGR2 inh	CASP6 VEID inh	ARNT TACC3 PPI
Cc1cc(C)c2c(c1)NC(C(=O)O)C1CC=CC21 (configuration not stated)	18.2*	8.0	64.1*	13.5

# The list goes on:
SMILES,SIRT5 block,PAX8 inh HTS,LGR2 inh,EWS-Fli block,DENV2 CPE rescue,CASP6 VEID inh,ARNT TACC3 PPI
NC(=O)c1ncn([C@@H]2O[C@H](C(=O)N[C@H](Cc3c[nH]c4ccccc34)C(=O)O)[C@@H](O)[C@H]2O)n1,-1.1,9.4,1.3,1.9,-10.1,1.9,.
COc1ccccc1NC(=O)c1ccc2nc(C)c(C)nc2c1,-6.4,-1.3,-4.9,-20.6,3.1,-1.5,0.6
O=C(Nc1ccccn1)c1ccc(CN(c2ccccc2)S(=O)(=O)c2ccccc2)cc1,0.0,7.3,12.9,1.7,-4.6,-2.2,-6.1
COC(=O)c1ccc(NC(=O)c2cccc(N3C(=O)C4C5C=CC(C6CC56)C4C3=O)c2)cc1 (configuration not stated),0.0,0.6,15.3,.,9.1,-0.5,-4.4
COc1cccc(-c2ccc3c(c2)[C@H]2[C@H](CCN2C(=O)Nc2ccccc2OC)[C@@H](CO)N3C)c1,-5.6,-2.7,16.9,-1.8,-0.4,-1.2,3.8
COC(=O)c1ccc(C)c(NC(=O)CCSc2ccc(C)cc2)c1,.,-17.1,2.6,.,.,.,-6.9
COc1cccc(-c2ccccc2[C@@H]2[C@H](C#N)N(C(=O)Cc3ccccc3)[C@H]2CO)c1,0.1,.,5.0,-4.8,-4.8,2.3,.
COc1ccc(S(=O)(=O)Nc2ccc3c(c2)OC[C@H](C)NC[C@@H](C)[C@@H](OC)CN(C)C3=O)cc1,-13.9,-10.0,-4.2,5.4,-8.6,-0.2,-3.5
CCSc1nc(=S)cc(C)[nH]1,-7.3,-5.5,6.3,19.8,-2.2,-0.2,-6.2
COc1ccc(C#Cc2cnc3c(c2)C(=O)N([C@H](C)CO)C[C@H](C)[C@@H](CN(C)C(=O)CC2CC2)O3)cc1,-0.6,15.8,-7.3,10.0,6.3,0.5,0.9
CSCCC(NC(=O)COc1ccccc1)C(=O)NCC(C)(C)N1CCOCC1 (configuration not stated),.,13.4,5.9,-1.0,13.3,-5.9,.
CCN(CC)S(=O)(=O)c1ccc2c3c(cccc13)C(=O)N2,5.7,-0.6,-6.2,-4.2,-3.0,3.1,-8.2
CC1CCN(c2c([N+](=O)[O-])c(=O)oc3ccccc23)CC1,.,2.8,-0.6,.,.,.,-2.8
Cc1cc(NC(=O)c2ccccc2Cl)n(C(C)(C)C)n1,-4.1,11.3,9.9,14.3,-3.5,-0.4,-2.4
Cc1ccc(/C=C/c2onc(C)c2S(=O)(=O)N2CCC(C(=O)NC(C)(C)C)CC2)cc1,-4.5,7.6,-2.8,0.2,-4.3,-1.2,-2.7
COc1ccc(CNC(=O)c2cccc(S(=O)(=O)N3CCN(C)CC3)c2)cc1,.,4.4,-2.2,-0.1,7.7,-1.6,.

# Compound activity: PubChem BioAssay, Broad Institute
